# G6PDH counter = L. mesenteroides G6PDH inhibitors, counter-screen for G6PDH-coupled screening assays, biochemical, Leuconostoc mesenteroides enzyme | glucose-6-phosphate dehydrogenase [Leuconostoc mesenteroides] | Purified L. mesenteroides G6PDH, diaphorase/resazurin coupled fluorescence, 45 min | inhibition, % at 5 µM | 200,000 compounds, 0.12% hits | AID 1020, 2008; in the data active = inhibition above about 50%
# Diaphorase inh = diaphorase inhibitors and chemical oxidizers, primary screen, counter-screen for diaphorase-coupled primary assays, biochemical, uHTS, resorufin fluorescence; inhibition, % at 20 µM; diaphorase resazurin-to-resorufin fluorescence, NADH, 16 min; bacterial (C. kluyveri) enzyme, not human; 190,000 compounds, 0.69% hits;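 active = primary screen inhibition at 20 µM above a set limit, cut at about 50% in these data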;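 also: plate controls were DMSO with full reaction for no effect and wells lacking NADH for full effect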
#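 Benchmarks: positive control wells lacking NADH, neutral wells with DMSO only. System: bacterial diaphorase enzyme (C. kluyveri). Input: 0.14 U/mL diaphorase, enzyme working solution. Detection: resorufin fluorescence, excitation 544 nm, emission 590 nm. Times: 16-min room-temperature incubation before reading.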
# TNAP act hiacc = TNAP activators at high phosphate acceptor level, primary screen, biochemical, luminescence, uHTS; Alkaline phosphatase, tissue-nonspecific isozyme (Homo sapiens), P05186; purified TNAP, CDP-star luminescence, 1 M DEA, 30 min; hits give high values; 0 = EDTA background, 1 = DMSO-only activity; activation factor at 20 µM; 200,000 tested, under 10 active; AID 1136, 2008;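 active = activation factor at least 2 at 20 µM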
#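 Assay system: human TNAP; Input: enzyme diluted 1/800 final; Reagent: CDP-star luminogenic substrate at 100 µM final; Timing: 30 min, room temperature; Signal: luminescence; Evaluation: TNAP activation factor scaled between EDTA and DMSO control wells.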
# TNAP inh no acc = human TNAP enzyme inhibitors, primary screen, biochemical, luminescent, no phosphate acceptor, uHTS. Alkaline phosphatase, tissue-nonspecific isozyme (Homo sapiens), P05186. purified TNAP, CDP-star luminescence, 30 min. inhibition, % at 20 µM. 200,000 compounds, 0.26% hits. AID 1012, 2008;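 active = tissue-nonspecific alkaline phosphatase inhibition above about 50% at 20 µM in the single-dose screen, limit read from the data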;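 also: 0% = DMSO negative control and 100% = EDTA positive control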
# Efa HMGR inh = inhibitors of E. faecalis class II HMGR, primary screen, biochemical, Enterococcus faecalis | HMG-CoA reductase (Enterococcus faecalis, mvaE) | purified E. faecalis HMGR, NADPH absorbance 340 nm kinetic | inhibition, % at 10 µM | 190,000 compounds, 0.41% hits | AID 1066, 2008;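 active = inhibition above a set limit, the median over all tested compounds plus 3 SD, cut at about 9.5% in these data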;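 also: enzyme runs in reverse so mevalonate oxidation gives rising NADPH absorbance; 0% = complete reaction with DMSO and 100% = background rate lacking mevalonate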
# PMI activator = activators of human PMI, primary screen, biochemical, fluorescence intensity, near-Km mannose 6-phosphate; activation factor at 20 µM; purified human PMI, coupled resazurin fluorescence, 20 min; hits give high values; 1 = vehicle control, 0 substrate-free wells; 190,000 compounds, 0.005% hits; Mannose-6-phosphate isomerase (Homo sapiens), P34949;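 active = activation factor of 2 or more at 20 µM, relative to plate controls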
# TNAP inh hiacc = human TNAP enzyme inhibitors, primary screen, biochemical, luminescent, high phosphate acceptor level, uHTS; Alkaline phosphatase, tissue-nonspecific isozyme (Homo sapiens), P05186; purified TNAP, CDP-star luminescence, 1 M DEA; inhibition, % at 20 µM; 200,000 compounds, 0.03% hits;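 active = over 50% inhibition of tissue-nonspecific alkaline phosphatase at 20 µM in the single-dose screen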;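 also: plate controls were DMSO wells for no effect and EDTA-quenched wells as full inhibition for full effect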
# PMI act satM6P = human PMI activators, high substrate, primary screen, biochemical, fluorescence intensity, near-saturating mannose 6-phosphate. 190,000 compounds, 0.34% hits. activation factor at 20 µM. Mannose-6-phosphate isomerase (Homo sapiens), P34949. coupled PMI enzyme assay, resazurin fluorescence, 20 min; hits give high values; 1 = untreated enzyme, 0 = substrate-free blank;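 active = activation factor of 2 or more at 20 µM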
#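 Test system – human PMI in coupled enzyme assay · Timing – 20 min incubation at room temperature · Detection – Diaphorase-driven resazurin-to-resorufin fluorescence, excitation 544, emission 590 nm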
# FLuc stim CS = FLuc activators, initial screening, artefact control for FLuc-dependent activation tests, biochemical, ATPlite luminescence | Luciferin 4-monooxygenase (Photinus pyralis), P08659 | ATPlite luciferase biochemical, 10 min; 0 = ATP-free wells, 1 = DMSO control | activation factor at 10 µM | 200,000 tested, under 10 active;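 active = luciferase activation factor, scaled between plate controls, of at least 2 with compound at 10 µM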
#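 Material: luciferase plus luciferin reagent, cell-free. Medium: PBS buffer for ATP. Also added: ATP substrate, dispensed from a 10.24 µM working solution in PBS. Doses: test compounds dosed from 2 mM stocks in 100% DMSO. Incubation: 10 min post-reagent at room temperature. Technique: light output (luminescence). Read-out basis: luminescence gain marking luciferase activators.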
# Diaphorase act = compounds boosting diaphorase resazurin reduction – biochemical, uHTS, resorufin fluorescence, counter-screen for diaphorase-coupled primary assays, primary screen | Diaphorase/resazurin coupled assay, 16 min; hits give high values; 1 = vehicle wells, 0 = NADH-free wells | activation factor at 20 µM | 190,000 compounds, 0.005% hits;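 active = diaphorase activity raised at least twofold by the compound at 20 µM; inactive = activation factor below 2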
#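 test system = bacterial diaphorase enzyme (C. kluyveri) | quantity = enzyme 0.07 U/mL final | reagent = NADH substrate 0.114 mM plus resazurin dye 0.1 mM, final | incubation = 16 min enzyme reaction, ambient temperature | buffer or medium = HEPES pH 7.4 buffer with MgCl2 and Tween 20 | signal = fluorescence of resorufin, 544 nm excitation, 590 nm emission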
# Numbers without * were called inactive; · = no result given; & = joins results of further samples.
mol	G6PDH counter	Diaphorase inh	TNAP act hiacc	TNAP inh no acc	Efa HMGR inh	PMI activator	TNAP inh hiacc	PMI act satM6P	FLuc stim CS	Diaphorase act
CC(=O)Nc1ccc(S(=O)(=O)N2CCCC2C(=O)Nc2ccc3c(c2)OCCO3)cc1 (stereo not drawn)	1	14	1	-5	-4	1	-3	1	1	0.9
O=C(CC1NC2CCCCC2NC1=O)Nc1cccc(C(F)(F)F)c1 (stereo not drawn)	-1	10	1.1	-14	0	1	-9	1.1	1	0.9
O=C(NCc1cccs1)N[C@@H](Cc1ccccc1)C(=O)O	-2	7	1	-16	-1	1	-4	1	1.1	0.9
C=C(C)CC1Nc2ccccc2NC1CC(=C)C (stereo not drawn)	-9	32	1	-12	3	0.9	-5	1.1	1.1	0.7
C=CCNC(=O)/C(=C\C=C\c1ccccc1)NC(=O)c1ccc(OCCCC)cc1	0	15	1	-6	-1	0.9	2	1	1	0.8
CCCCOCCCNC(=O)CCCOc1ccccc1	1	4	1	-11	-1	1.1	-1	1.1	1	1
CC(=O)NCCCCCCNC(C)=O	11&11	3&18	1&1.1	-10&-13	-1&3	1.1&0.9	1&-10	1.1&0.9	1.1&1	1&0.8
Nc1ccc2oc(=O)c3ccccc3c2c1	10	18	1	-6	0	0.9	-5	0.9	1	0.8
CC(C)NC(=O)C(OC(=O)c1ccccc1)C(OC(=O)c1ccccc1)C(=O)O (stereo not drawn)	2	9	1.1	-12	1	1	-6	1	1.1	0.9
CC(C)OCCCNS(=O)(=O)c1ccc2ccccc2c1	1	14	1	-10	-2	1	-4	1	1.1	0.9
O=[N+]([O-])c1ccccc1CNC1CCCc2ccccc21 (stereo not drawn)	2	8	1	-12	-2	1.1	-4	1.1	1.1	0.9
Cc1cc(C)c2c(-n3cccc3)c(C(=O)O)sc2n1	2	6	1	-5	4	1.3	-1	1.3	1.1	0.9
Cc1occc1-c1nnc(SCC(=O)N(C)CCC#N)n1N	-4	8	1	-6	-7	1	-4	1	1	0.9
O=C(CSc1nc2ccc([N+](=O)[O-])cc2[nH]1)c1ccc2ccccc2c1	7	4	1	-2	-2	1	2	1.1	1.1	1
CCN1CCN(C(=O)C(NS(=O)(=O)c2ccc3nc(C)sc3c2)C(C)C)CC1 (stereo not drawn)	4	4	1.1	2	-5	1.1	-9	1.1	1.1	1
Cc1ccc(Cn2c(CN3CCN(C(=O)c4ccco4)CC3)nc3c2c(=O)n(C)c(=O)n3C)cc1	16	14	1	-9	-4	0.9	-3	1	1.1	0.9
O=C(NNC(=S)NCCCN1CCOCC1)c1ccncc1	8	-1	1.1	-22	-1	1	-5	1	1.1	1
O=C(CSc1nc2c(sc3ccccc32)c(=O)n1CCCN1CCCC1)NCC1CCCO1 (stereo not drawn)	7	-7	1	-12	-5	1	-3	1.1	1	1.1
CC[n+]1c(/C=C/C=C/N(C(C)=O)c2ccccc2)sc2cc(OC)ccc21	-9	-3	0.7	32	-4	1.2	35	1.3	1.1	1
COc1ccc(OC)c(-n2c(SCC(=O)Nc3cc(C)on3)nnc2-c2c[nH]c3ccccc23)c1	0	8	1	-21	-6	1	-4	0.9	1.1	0.9
CC(C)(C)c1ccc(C(CC(=O)O)NC(=O)c2ccccc2F)cc1 (stereo not drawn)	7	5	1	-12	-7	1.1	-2	0.8	1	0.9
O=C(Cc1cn2ccsc2n1)NCCc1ccc(F)cc1	5	6	1.1	-7	-3	1.1	-10	1.1	1.1	0.9
O=C(CCN1C(=O)C2C3C=CC(C3)C2C1=O)N1CCCCC1 (stereo not drawn)	5	5	1	1	-3	1	-5	0.9	1.1	1
O=C(CSc1nc2c(c(=O)n1-c1ccc(Cl)cc1)SCC2)NCC1CCCO1 (stereo not drawn)	-10	16	1	-6	-1	0.9	2	0.9	1	0.8
CC(=O)N1C(=O)/C(=C2\SC(=S)N(NC(=O)c3ccc(O)cc3)C2=O)c2ccccc21	31	25	1	-13	0	0.8	0	0.4	1.1	0.7
O=C1Nc2ccccc2Nc2ncccc21	6	-14	1.1	-16	-1	1	-7	1.1	1	1.1
COc1ccccc1NC(=O)CNC(=O)c1ccccc1	5	-5	1	-2	0	1	-5	1.1	1.1	1.1
Cc1ccc(OCC(=O)NCC(=O)n2nc(C)cc2C)cc1	-1	12	1.1	-11	1	1.1	-6	1.1	1.1	0.9
Cc1ccc(-c2nnc(-c3ccc(Br)cc3)o2)o1	-33	21	1.1	-9	-4	0.9	-6	0.9	0.8	0.8
CN1CCN(C(=O)CCc2nc3ccccc3c(=O)[nH]2)CC1	6	8	0.9	-14	-4	1	7	1	1	0.9
CC(=C\C(=O)O)/C(=C/c1ccc(C)o1)C(=O)O	-1	18	1.1	-11	0	1.3	-6	1.1	1	0.8
CC(C)=CCN1CCN(Cc2cnc(N3CCOCC3)s2)CC1CCO (stereo not drawn)	2	-2	1.1	-10	0	1	-8	1.1	1.1	1
CC1(c2ccccc2)NC(=O)N(CC(=O)N2CCOCC2)C1=O (stereo not drawn)	16	6	1	-8	0	0.9	-2	1	1	0.9
COC(=O)C1CC(O)CN1C(=O)c1ccco1 (stereo not drawn)	3	16	1	2	-11	0.8	-2	0.9	1	0.8
CCSc1nnc(NC(=O)CSc2nncc(=O)n2N)s1	-5	-8	1	-14	2	1.1	-1	1	1	1.1
COc1ccc(NS(=O)(=O)c2cccc(Cl)c2Cl)cc1S(=O)(=O)N1CCCCC1	-5	20	1	-1	-3	0.9	1	0.9	1	0.8
C=C(C)COc1ccc(-c2ncncc2Oc2ccc(OC)cc2)c(O)c1	2	2	1	-5	-3	0.9	-3	0.9	1	1
COc1cccc(C(=O)NC(=S)Nc2nnn(C)n2)c1	14	24	1	-1	7	0.8	-1	1	1	0.8
Brc1ccccc1-c1nnc2sc(Cc3ccccc3)nn12	4	16	1	-8	0	0.8	-2	0.8	1	0.8
CCCC1=C/C(=C/c2ccc(-c3ccccc3OC)o2)C(=O)O1	-3	21	0.9	15	8	1.5	5	1.9	1.1	0.8
C/C(CC(=O)Nc1cc(Cl)ccc1Cl)=N\NC(=O)c1ccccc1Br	-2	12	1.1	-7	-5	1	-7	1	1.1	0.9
Cc1ccc(C(=O)COC(=O)c2ccc3c(c2)C(=O)N(c2cccc4ncccc24)C3=O)cc1	1	-4	1	-13	2	1	0	1.2	1	1
CC(C)N1CCN(Cc2ccc(C#CC(C)(C)O)s2)CC1CCO (stereo not drawn)	5	21	1	-8	0	0.9	-5	0.9	1.1	0.8
CCc1ccc(OCc2nnc(SCC(=O)N3CCOCC3)o2)cc1	4	12	1	-5	3	0.9	-1	1	0.9	0.9
O=c1ccn(Cc2ccccc2Cl)cc1	9	4	1	0	1	1	1	1	1.1	1
O=C(NCc1ccc2c(c1)OCO2)c1cccc(Cl)c1	6	1	1.1	-1	1	1.1	-8	1.1	1.1	1
CCc1nnc(NC(=O)C2CC(=O)N(Cc3ccco3)C2)s1 (stereo not drawn)	-16	6	1	-8	1	0.9	0	0.9	1.1	0.9
COc1ccc(CNC(=O)c2csc(Cc3ccc(OC)cc3)n2)cc1	6	22	1.1	4	-2	1	-7	1	1	0.8
CN1CCN(NC(=O)c2ccc(Cl)c([N+](=O)[O-])c2)CC1	-3	19	1	-9	-2	0.9	-3	0.9	1	0.8
Cc1ccc(S(=O)(=O)N2CCN(C(=O)COC(=O)COc3ccccc3)CC2)cc1	-1	11	1.1	-19	-2	1	-7	1	1.1	0.9
CC1CCN(Cc2nnnn2-c2ccc(Cl)cc2)CC1	5	3	1	-16	-2	1	3	1.1	1.1	1
Cc1ccccc1CN(c1ccc(C(N)=O)cc1)S(C)(=O)=O	2	14	1.1	-1	6	1	-6	0.9	1.1	0.9
O=C(C[n+]1ccccc1)Nc1nc2ccccc2s1	-4	-12	1	0	-2	1.2	4	1.2	1	1.1
CCCCCCP(=O)(O)c1ccccc1	0	13	1.1	-16	-1	1	-7	1.1	1.1	0.9
COc1ccc(Nc2nc3ccccc3n3cnnc23)cc1	-7	10	1	-8	-4	0.9	0	1	1	0.9
Cc1cc(C)n2nc(C(=O)Oc3ccc4c(c3)OCO4)nc2n1	7	13	1.1	-15	·	1	-6	0.9	1.1	0.9
c1ccc(-c2ccc(-c3cn4c(n3)CCC4)cc2)cc1	-1	32	1	-12	-1	1.1	1	1.1	0.3	0.7
CCC1C(=O)N=C(SCC(=O)Nc2ccc(Br)cn2)NC1=O (stereo not drawn)	7	1	1	-18	-6	1	1	1	1	1

# Reprinted at random: two entries already listed, in no set order.
mol	G6PDH counter	Diaphorase inh	TNAP act hiacc	TNAP inh no acc	Efa HMGR inh	PMI activator	TNAP inh hiacc	PMI act satM6P	FLuc stim CS	Diaphorase act
Brc1ccccc1-c1nnc2sc(Cc3ccccc3)nn12	4	16	1	-8	0	0.8	-2	0.8	1	0.8
O=C(CC1NC2CCCCC2NC1=O)Nc1cccc(C(F)(F)F)c1 (stereo not drawn)	-1	10	1.1	-14	0	1	-9	1.1	1	0.9

# Compound activity deposited in PubChem BioAssay by several laboratories.
